NCI-60 one-dose screen, 48 h, at 10 µM unless noted. Numbers give growth in % (100 = growth as untreated, 0 = no growth, -100 = all killed).
NCI-H226 – NCI-H226 lung cancer; 3.5% of 79,000 active
NCI-H460 – NCI-H460 lung cancer. 6.8% of 82,000 active
NCI-H322M – NCI-H322M lung cancer; 2.7% of 80,000 active
HCT-15 – HCT-15 colon cancer; 5.2% of 82,000 active; AID 1794746
HCT-116 – HCT-116 colon cancer; 7.3% of 82,000 active; AID 1794798
COLO 205 – COLO 205 colon cancer. 7.3% of 79,000 active. AID 1794742
SW-620 – SW-620 colon cancer; 5.2% of 82,000 active
KM12 – KM12 colon cancer cells; 5% of 82,000 active
HT29 – HT29 colon cancer | AID 1794748 | 7.4% of 81,000 active
Numbers without * were called inactive; / = no result given; & = joins results of further samples; [ ] = another dose, or the depositor's remark. The calls were made as follows: active = growth percent below 10; inactive = the rest.

The first five entries, to show the layout:
SMILES	NCI-H226	NCI-H460	NCI-H322M	HCT-15	HCT-116	COLO 205	SW-620	KM12	HT29
O=C1/C(=C/C2=Cc3ccccc3OC2)SC(=S)N1c1cccc(O)c1	94	92	91	79	88	108	96	94	98
COc1ccc(-c2cc(-c3ccc(OC)c(OC)c3)nc(SCCCCCCC(=O)O)n2)cc1	105	104	/	107	98	114	100	108	119
S=c1cc[nH]c(=S)[nH]1	93	109	91	107	88	110	106	106	90
CC1=CC(c2ccc(Cl)cc2)N2C=C(C)SC2=N1 (stereo not drawn)	94	105	103	99	100	108	106	105	100
COc1ccc(NC(=O)/C(=C/N2C(=O)/C(=C/c3ccc(OC)c(OC)c3)NC2=S)C(C)=O)cc1	83	66	71	80	74	107	84	95	93

The listing (from the top)
SMILES	NCI-H226	NCI-H460	NCI-H322M	HCT-15	HCT-116	COLO 205	SW-620	KM12	HT29
O=C1/C(=C/C2=Cc3ccccc3OC2)SC(=S)N1c1cccc(O)c1	94	92	91	79	88	108	96	94	98
COc1ccc(-c2cc(-c3ccc(OC)c(OC)c3)nc(SCCCCCCC(=O)O)n2)cc1	105	104	/	107	98	114	100	108	119
S=c1cc[nH]c(=S)[nH]1	93	109	91	107	88	110	106	106	90
CC1=CC(c2ccc(Cl)cc2)N2C=C(C)SC2=N1 (stereo not drawn)	94	105	103	99	100	108	106	105	100
COc1ccc(NC(=O)/C(=C/N2C(=O)/C(=C/c3ccc(OC)c(OC)c3)NC2=S)C(C)=O)cc1	83	66	71	80	74	107	84	95	93
C#Cc1nc2ccccc2s1	80	103	92	98	87	112	100	87	112
CCCN(CCC)S(=O)(=O)c1ccc(C(=O)OCCCN(C)C)cc1	93	105	86	100	105	102	102	100	91
CC/C(=C\c1ccc(Cl)cc1)c1nc2ccccc2c(=O)[nH]1	113	104	149	100	101	136	99	109	89
Clc1cccc(N=Cc2ccc3c(c2)OCO3)c1Cl	103	116	108	118	101	104	105	114	100
O=C(O)c1cn(C2CC2)c2cc(N3CCN(Cn4nc(-c5ccccc5)n(-c5ccccc5)c4=S)CC3)c(F)cc2c1=O	/	105	109	104	87	/	103	105	105
COc1cc(/C=C2\C(=O)Nc3cc(Cl)ccc32)ccc1OCc1ccc(F)cc1	91	99	98	89	93	110	98	102	105
C=C(C)[C@@H]1CC[C@]2(C(=O)O)CC[C@]3(C)[C@H](CC[C@@H]4[C@@]5(C)C/C(=C/c6ccco6)C(=O)C(C)(C)[C@@H]5CC[C@]43C)[C@@H]12	-37*[100 µM]	-56*[100 µM]	-88*[100 µM]	-66*[100 µM]	-75*[100 µM]	-73*[100 µM]	-35*[100 µM]	-96*[100 µM]	-56*[100 µM]
COc1cccc(NC(=O)c2cccc(C3CC(=O)c4c(cc(OC)c(OC)c4OC)O3)c2)c1 (stereo not drawn)	93	/	91	78	75	/	93	89	94
O=C(c1cc(-c2ccc(F)cc2F)ccc1O)N1CCN(c2ccc(Br)cc2)CC1	81	95	94	88	80	107	97	95	105
CC(=O)Nc1ccc2c(c1)-c1ccc(F)cc1C2=O	100	102	108	99	96	108	103	120	109
NS(=O)(=O)c1ccc(N=NN(CCO)CCO)cc1	103	108	134	96	98	105	100	99	104
O=C1CC[C@@H]2CCCC[C@@H]2C1	105	112	110	113	104	108	108	112	107
O=C(Nc1cc(Cl)cc(Cl)c1)Nc1ccc2oc(=O)ccc2c1	33	1.2*	22	8.1*	1.4*	-11*	17	12	16
CCCCCOc1ccccc1[N+](=O)[O-]	104	109	99	102	96	107	92	104	93
COc1cc(CNS(=O)(=O)c2ccc(C)cc2)ccc1OCc1cn(-c2ccc([N+](=O)[O-])cc2)nn1	95	108	106	101	96	117	100	101	102

3 compounds from above, showing only NCI-H460:
SMILES	NCI-H460
Clc1cccc(N=Cc2ccc3c(c2)OCO3)c1Cl	116
NS(=O)(=O)c1ccc(N=NN(CCO)CCO)cc1	108
C=C(C)[C@@H]1CC[C@]2(C(=O)O)CC[C@]3(C)[C@H](CC[C@@H]4[C@@]5(C)C/C(=C/c6ccco6)C(=O)C(C)(C)[C@@H]5CC[C@]43C)[C@@H]12	-56*[100 µM]

The results go on:
SMILES	NCI-H226	NCI-H460	NCI-H322M	HCT-15	HCT-116	COLO 205	SW-620	KM12	HT29
Cc1ccc(-n2cc(-c3ccccc3)c3c(SCC(=O)NN)ncnc32)cc1	90	114	94	118	89	103	98	97	92
CC(=O)c1ccc2c(c1)C1C=CCC1[C@H](c1cc3c(cc1Br)OCO3)N2 (stereo partly drawn)	22	7.9*	65	18	15	-14*	21	17	4.2*
c1ccc2c(c1)Sc1cnccc1N2CC1CO1 (stereo not drawn)	106	105	105	109	84	104	113	104	94
COc1ccc(C2C=C(C)N=C3SC=NN32)cc1 (stereo not drawn)	101	105	119	110	108	111	103	114	108
COc1ccc(-c2nc(C(Cl)Cl)nc3cc(-c4ccccc4)nn23)cc1	63	-76*	-34*	4.5*	1.5*	-75*	-24*	-2.3*	-20*
O=C(/C=C1\C=CN(CCCCCO)c2ccccc21)n1ccc2ccccc21	87	100	84	100	96	100	99	102	113
COc1ccc2[nH]c(O)c(N=Nc3nc(-c4ccc(Cl)cc4)cs3)c2c1	-54*	-31*	13	-53*	-75*	-77*	3.0*	4.7*	-18*
O=C(O)C(Cc1ccc(O)cc1)NS(=O)(=O)Cc1ccccc1 (stereo not drawn)	104	106	100	100	102	105	100	97	/
Nc1ccc(Oc2ccccc2)cc1	105	104	107	82	104	114	99	100	107
NS(=O)(=O)c1ccc(-n2ncc(NC(=O)Nc3ccc([N+](=O)[O-])cc3)c2-c2ccccc2)cc1	100	104	96	104	85	112	100	112	95
Cc1c(-c2cnc3ccc(F)cc3c2C(=O)O)nnn1-c1ccc(Cl)cc1	103	103	102	89	94	98	113	120	100
Cc1ccc2[nH]c(-c3ccc(S(C)(=O)=O)cc3)c(/C=N/O)c2c1	93	102	89	89	91	/	92	91	91
Nc1ccc(F)c(C(F)(F)F)c1	91	98	95	104	97	106	97	101	105
COC(=O)[C@]12C3=CC=C[C@@H]1[C@@]1(C[C@@H](c4ccoc4)OC1=O)[C@@H](C)C[C@@H]2OC3=O	99	106	106	105	97	126	105	106	108
COC(=O)[C@H](Cc1ccccc1)NC(=O)COc1c(OC)c(OC)cc2oc(-c3cccc(C(=O)Nc4ccc(Cl)cc4)c3)cc(=O)c12	96	109	101	109	105	126	105	99	115
S=C(N/N=C\c1ccc2c(c1)OCO2)N/N=C/c1ccc2c(c1)OCO2	94	99	78	97	101	99	98	97	112
CC(C)(C)OC(=O)N1CCCC1C(=O)NC(c1ccccc1)c1ccccc1 (stereo not drawn)	106	113	89	102	97	107	105	105	104
O=C(CCCCCC1CCCCC1)OCC1CCCO1 (stereo not drawn)	110	102	132	107	105	116	113	123	109
O=C(CSc1nc2ccccc2c(=O)n1CCc1ccccc1)Nc1ccccc1	101	95	120	93	86	112	107	99	101
Cn1cccc1-c1nc2c3c(ccc2[nH]1)C(=O)c1ccccc1C3=O	86	87	82	82	84	120	105	74	104

Reprinted at random: three compounds from above
SMILES	NCI-H226	NCI-H460	NCI-H322M	HCT-15	HCT-116	COLO 205	SW-620	KM12	HT29
COc1cc(CNS(=O)(=O)c2ccc(C)cc2)ccc1OCc1cn(-c2ccc([N+](=O)[O-])cc2)nn1	95	108	106	101	96	117	100	101	102
CCCN(CCC)S(=O)(=O)c1ccc(C(=O)OCCCN(C)C)cc1	93	105	86	100	105	102	102	100	91
S=c1cc[nH]c(=S)[nH]1	93	109	91	107	88	110	106	106	90

Remaining list, next part
SMILES	NCI-H226	NCI-H460	NCI-H322M	HCT-15	HCT-116	COLO 205	SW-620	KM12	HT29
Cc1cc(C)c2c(=O)[nH][nH]c2n1	109	107	/	103	/	96	105	108	103
CCCCC(O)Cn1ncc(C(=O)OCC)c1NC(=O)NCc1ccccc1F (stereo not drawn)	/	103	103	100	94	/	105	99	110
O=C(OCC1CO1)c1cccs1 (stereo not drawn)	98	99	95	104	101	109	102	104	101
O=C(COc1ccc(NC(=O)Nc2ccc(Cl)cc2)cc1)N/N=C/c1cccc(O)c1	106	105	100	106	104	114	/	100	103
COc1ccc2c(c1)NC(=O)CN2c1nc(NC2CC2)nc2ccccc12	66	2.3*	41	10	0.5*	-19*	24	3.5*	3.4*
Cc1ccc2c(c1)C(N1CCCC1=O)CCN2Cc1cc2ccccc2[nH]c1=O (stereo not drawn)	77	91	73	90	86	105	97	97	94
CCNCCCn1c2c(c3ccc(F)cc3c1=O)C(=O)c1cc(OC)cnc1-2	-59*	-27*	-3.5*	2.2*	-62*	-32*	-16*	1.8*	-15*
FC(F)(F)c1ccc(-c2cnc(CNCCCC(F)(F)C(F)(F)C(F)(F)C(F)(F)C(F)(F)C(F)(F)C(F)(F)C(F)(F)F)nc2NC2CCCCCC2)cc1	93	87	98	105	76	82	86	70	67
COc1cc(NCC(O)CN(CC(C)C)CC(C)C)c2ncccc2c1 (stereo not drawn)	75	95	96	80	80	81	75	96	78
O=C(NCc1ccccc1)C1CN(c2ccc(Cl)cc2)N(c2ccc(Cl)cc2)C1=O (stereo not drawn)	/	86	96	60	84	/	61	60	49
COc1ccc(Nc2ncccc2C(=O)NCc2cn(Cc3cc(OC)cc(OC)c3)nn2)cc1	98	98	105	104	95	114	105	102	98
COC1=Nc2ccccc2N2CCN=C12	99	108	121	111	109	110	108	101	/
O=C1C=CC(=O)N1Cc1ccncc1	103	110&108	99&107	95&107	100&103	109&112	102&105	95&100	99&110
CCC1(CC(C)C)SC(N)=NC1=O (stereo not drawn)	110	108	119	105	102	102	110	107	119
O=C(N/N=c1/ccoc2cccnc12)N1CCN(c2ncccn2)CC1	38	15	39	25	16	4.3*	33	25	35
CC(C)CC(=O)Oc1ccc(Cl)cc1	99	108	91	100	94	104	104	104	93
Cc1ccc(-c2nc3nc(-c4ccc(F)cc4)nc(N4CCNCC4)c3o2)cc1	116	-85*	88	-80*	-92*	-78*	-79*	-84*	-78*
CC(C)CC(NS(=O)(=O)c1ccc(C(=O)Cc2ccccc2C(=O)O)cc1)C(=O)O (stereo not drawn)	96	109	94	103	103	118	110	103	108
Cc1cccc(OCC(O)CN2CCN(c3ccccc3Cl)CC2)c1 (stereo not drawn)	103	106	115	105	91	93	96	97	93
N#Cc1ccc(C(=O)C[n+]2ccn(CCC(=O)Nc3cccc4cccnc34)c2)cc1	98	107	95	96	103	107	98	103	102
CC(=O)Nc1cc(C)ns1	110	121	121	104	109	119	110	114	/
COc1ccc(OC)c(-c2cn3c(-c4c[nH]c5ccc(Br)cc45)csc3n2)c1	90	94	91	55	91	86	92	88	107
Cc1ccc(-c2cc(Cc3c(Cl)cccc3Cl)c(=O)n(Cn3cncn3)n2)cc1C	104	99	87	89	88	117	93	93	/
NS(=O)(=O)Oc1ccc(-c2ccc3occc3c2)cc1	91	101	/	104	103	116	101	102	108
CN1CCN(CCCOc2cccc3nc(Nc4ccc(Cl)c(C(F)(F)F)c4)ccc23)CC1	77	-19*	16	-50*	-83*	-62*	-55*	-78*	-59*
COc1cc(CNc2oc(-c3ccccc3)c(-c3ccccc3)c2C#N)cc(CN2CCN(c3ccccc3)CC2)c1O	92	100	113	86	64	116	95	100	92
C(#CSCc1ccccc1)SCc1ccccc1	107	106	/	109	108	107	113	108	/
O=C(O)N/N=C/c1cc(Cl)ccc1O	98	106	94	98	100	113	98	103	102
O=C(Cn1cc(-c2ccc3c(c2)ncn3-c2ccccc2)cn1)NCCn1cc(COCCOCCOCCNc2cccc3c2C(=O)N(C2CCC(=O)NC2=O)C3=O)nn1 (stereo not drawn)	95	109	103	103	110	/	102	102	108
COc1ccc(NC(=O)CSc2nc3ccccc3c(=O)n2Cc2ccc(S(N)(=O)=O)cc2)cc1	102	100	100	99	102	130	100	102	120
COc1cc2c3nc4cc(C)c(C)cc4nc3n(CCC(C)C)c2cc1OC	65	47	60	47	28	69	38	60	57
CN=C(N)N/N=C(\C)c1ccc2c(c1)Cc1cc(/C(C)=N/NC(N)=NC)ccc1-2	-61*	-70*	-1.9*	2.4*	-24*	-67*	-15*	-20*	-50*
COc1ccc(-c2c(-c3ccc4c(c3)OCO4)[nH]c3[nH]c(=O)[nH]c(=O)c23)cc1	/	103	/	110	107	116	104	113	109
NC(=O)C1(Nc2ccc(-c3ccc(Cl)cc3)cc2)CCCC1	90	104	110	81	94	96	96	96	/
Cn1cccc1-c1cc(-c2ccccc2Cl)c(C#N)c(=O)[nH]1	/	98	96	94	92	/	100	110	110
O=c1ccn(Cc2cn(-c3c4ccccc4nc4ccccc34)nn2)c(=O)[nH]1	102	96	99	92	92	108	93	104	104
CCOc1ccc2nc(NC(=O)c3cccc(C(F)(F)F)c3)sc2c1	102	100	108	84	15	105	98	101	96
CN1CCN(C(=O)[C@]23CCC(C)(C)C[C@H]2C2=CC[C@@H]4[C@@]5(C)CCC(=O)C(C)(C)[C@@H]5CC[C@@]4(C)[C@]2(C)CC3)CC1	96	86	81	72	53	82	88	84	65
CC1CCN(CCCC(=O)c2ccc(F)cc2)CC1	94	107	109	100	104	110	106	105	96
O=C(CN1CCCC1)NNc1ncnc2ccccc12	102	111	106	107	101	112	102	102	108
CC(=O)NCCNC(C)=O	97	112	100	102	105	112	116	103	114
O=C(Nc1ccc(F)cc1)c1cc2ccccc2cc1O	74	81	/	76	78	96	91	69	96
O=C(O)c1cccc2c1Oc1ccccc1S2(=O)=O	102	110	123	102	101	101	93	89	104
Cn1c(=O)c2[nH]c(C(F)(F)C(F)(F)F)nc2n(C)c1=O	101	103	100	103	107	111	99	99	102
S=c1cc(S)c2ccccc2[nH]1	96&83	102&103	107&96	105&91	96&74	122&99	103&103	101&102	102&94
COc1ccc2nc3cc(Cl)ccc3c(N3CCN(c4ccnc(Cl)n4)CC3)c2c1	100	102	96	86	83	123	101	101	86

Screens as filed in PubChem BioAssay.

Rows were taken by chance; any-hit rate near 11%.
